# High-throughput results (PubChem)
# TEAD-YAP inh – TEAD-YAP interaction inhibition | AID 1259422 | HEK-TIYL cells, TEAD-Gal4/YAP UAS-luciferase luminescence | inhibition, % at 9.12 µM | 1.4% of 640,000 active; in the data active = inhibition above about 32%;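 note: 0% = median of test compound wells and 100% = reference inhibitor wells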
# FBW7 act – human FBW7 E3 ligase activation, primary screen; AlphaScreen FBW7–phospho-cyclin E peptide binding, activator screen; normalized activity (activation), % at 26.1 µM; AID 1259310; Q969H0; 0.13% of 650,000 active; in the data active = normalized activity above about 1.9%;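 note: purified mutant Fbw7 with reduced substrate affinity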
# MITF inh – human MITF inhibition, primary screen; O75030; AlphaScreen MITF homodimerization, bead proximity signal; inhibition, % at 2.6 µM; 0.91% of 650,000 active; in the data active = inhibition above about 50%;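 note: 0% = vehicle wells with protein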
# Target sequence (O75030 whole entry, looked up): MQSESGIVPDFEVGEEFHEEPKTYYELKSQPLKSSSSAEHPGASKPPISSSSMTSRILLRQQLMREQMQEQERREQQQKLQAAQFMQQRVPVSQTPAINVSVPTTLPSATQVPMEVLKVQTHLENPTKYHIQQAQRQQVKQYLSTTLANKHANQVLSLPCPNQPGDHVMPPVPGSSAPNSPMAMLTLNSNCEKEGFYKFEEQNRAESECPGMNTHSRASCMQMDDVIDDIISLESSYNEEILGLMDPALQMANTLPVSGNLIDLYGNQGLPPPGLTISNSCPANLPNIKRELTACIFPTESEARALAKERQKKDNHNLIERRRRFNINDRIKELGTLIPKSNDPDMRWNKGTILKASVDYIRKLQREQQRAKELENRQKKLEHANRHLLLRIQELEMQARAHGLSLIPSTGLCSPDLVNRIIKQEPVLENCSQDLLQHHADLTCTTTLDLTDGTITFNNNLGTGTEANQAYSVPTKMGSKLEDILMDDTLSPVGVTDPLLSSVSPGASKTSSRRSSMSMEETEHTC
# GPR151 activ – activators of human GPR151; 1% of 650,000 active; activation, % at 11.2 µM; PathHunter beta-arrestin GPR151 cells, luminescence; AID 1508602; Q8TDV0; in the data active = activation above about 4.9%;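 note: 0% = median of compound wells and 100% = cells with positive control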
# Target sequence (Q8TDV0 whole entry, looked up): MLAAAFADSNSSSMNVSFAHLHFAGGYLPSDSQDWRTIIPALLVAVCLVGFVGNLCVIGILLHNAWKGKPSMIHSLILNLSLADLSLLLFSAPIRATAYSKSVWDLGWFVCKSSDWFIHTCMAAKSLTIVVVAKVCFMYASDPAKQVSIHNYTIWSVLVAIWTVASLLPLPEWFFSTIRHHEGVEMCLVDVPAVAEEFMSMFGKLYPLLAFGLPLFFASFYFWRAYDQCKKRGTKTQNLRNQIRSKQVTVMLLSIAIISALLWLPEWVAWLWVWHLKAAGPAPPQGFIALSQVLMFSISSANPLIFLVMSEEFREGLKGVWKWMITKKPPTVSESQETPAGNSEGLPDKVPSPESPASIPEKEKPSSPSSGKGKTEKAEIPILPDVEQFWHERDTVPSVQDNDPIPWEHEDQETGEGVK
# * = called active by the depositor; x = no result given. Random draw from the library. Share with any hit: about 3.5%.
# Under each structure: TEAD-YAP inh, FBW7 act, MITF inh, GPR151 activ
- CCSc1nc2ccccc2c(=O)n1CC1CCCCC1
 : -0.1, -0.1, -6.6, -1.8
- Cc1nn(-c2ccccc2Cl)c(=O)c2ccccc12
 : -12.6, -0.1, -0.6, -1.5
- O=C(NCCCO)C(=O)NCCc1ccccc1
 : -1.2, 0.1, 15.4, -2.6
- Cc1ccc2sc(N3CCN(C(=O)c4cccs4)CC3)nc2c1C
 : 0.0, 0.1, 7.1, 0.7
- COc1ccc(Cl)cc1NC1=C(Cl)C(=O)N(c2ccc(C)cc2)C1=O
 : 44.6*, 0.0, -5.2, 1.2
- CCCCOc1cccc(C(=O)NC(=S)Nc2ccc(N3CCCCC3)cc2)c1
 : -10.6, 0.0, 9.3, -0.3
- CCOC(=O)/C=C(C)\C=C\c1c[nH]c2ccccc12
 : -4.4, -0.2, -0.6, 1.2
- COC(=O)CSc1nnc(-c2ccccc2)n1-c1cccc(OC)c1
 : 0.2, 0.1, 1.6, 0.2
- CCOc1ccc(CCNC(=O)Cn2nc(-c3ccc(C)c(S(=O)(=O)N(C)C)c3)c3ccccc3c2=O)cc1OCC
 : 7.8, 0.5, -5.0, -0.5
- COc1ccc(CNC(=O)C(C)Sc2ccccc2)cc1 (stereo not drawn)
 : -0.6, 0.1, 5.8, -1.7
- CC(C)(C)C(=O)N(C1CC1)C1CCN(Cc2ccccc2)CC1
 : -3.0, 0.6, 10.4, 0.0
- CCOC(=O)c1ccc(CNCc2ccc(OC)cc2)cc1
 : 5.1, -0.1, 9.2, -1.1
- FC(F)(F)c1ccc(/C=C/c2cc(Cl)cc(Cl)c2)cc1
 : x, x, 1.2, -2.0
- CCOC(CNC(=O)c1ccc2c(c1)nc(C)n2-c1cccc(F)c1)OCC
 : -16.3, -0.2, -1.0, -0.3
- CCOc1cccc(C2CC(c3ccc(CC)cc3)=NC(c3ccc(Cl)cc3)N2)c1O (stereo not drawn)
 : -5.4, -0.1, 0.0, 2.7
- O=C(Cc1ccccc1)N1CCC(N2CCN(c3ccccc3)CC2)CC1
 : 4.6, 0.1, 55.1*, 1.2
- CCCCOc1ccc(C2=N/C(=C\C=C\c3ccccc3)C(=O)O2)cc1
 : -3.8, 0.0, 5.6, 0.9
- Cc1cccc2cc(C#N)c(N3CCCN(S(=O)(=O)c4ccccc4F)CC3)nc12
 : 3.7, 0.8, 14.6, -1.1
- O=C(c1ccc2c(c1)OCO2)N1CCC(CO)(CCOc2ccccc2)CC1
 : -4.5, -0.1, -7.0, 0.5
- O=C(O)c1ccccc1NC1=C(Cl)C(=O)N(Cc2ccccc2)C1=O
 : 1.9, -0.3, -11.4, 0.1
- O=C(NCC1Cc2cccc(-c3nccs3)c2O1)C(c1cccnc1)N1CCOCC1 (stereo not drawn)
 : -17.2, 0.0, 0.6, -0.3
- CCCNc1nc(N2CCCC(C(=O)N(CC)CC)C2)nc2c1ncn2CCN1CCCC1=O (stereo not drawn)
 : -15.2, 0.1, -0.6, -0.1
- COc1cccc2c(C)cc(N3CCSCC3)nc12
 : -1.0, 0.3, 9.5, -0.2
- Cc1cc(C)n(CC(C)NC(=O)Cn2cc(NC(=O)c3ccccn3)cn2)n1 (stereo not drawn)
 : 16.4, -0.1, 5.7, 2.7
- Cc1ccc(C2=CC(c3ccccc3)n3nc(NS(C)(=O)=O)nc3N2)cc1 (stereo not drawn)
 : 5.2, 0.3, 8.5, 0.7
- O=C(Cc1ccc([N+](=O)[O-])cc1)Nc1ccn(Cc2ccc(Cl)cc2)n1
 : 17.0, 0.1, 9.9, 1.1
- COc1ccc(CC2(CCC(=O)N(C)Cc3cc(C)[nH]n3)CCC(=O)N2)c2ccccc12 (stereo not drawn)
 : 7.9, 0.3, 10.4, 0.9
- O=C(NCCCc1ccccc1)NCC1(CO)CC1
 : -8.2, 0.1, 15.6, -1.1
- COc1cccc(-c2cc(C(=O)Nc3cc(OC)c(OC)c(OC)c3)on2)c1
 : 42.1*, -0.3, 3.6, 0.1
- COc1ccc(/C=N/NC(=O)Cc2cccc3ccccc23)c(OC)c1
 : 7.2, -0.1, -1.9, 0.2
- O=C(O)c1ccc(NCc2ccc(F)cc2)c([N+](=O)[O-])c1
 : 14.3, 0.0, 27.8, -7.2
- Cc1cc(I)ccc1NC(=O)CCC(=O)N/N=C/c1cccnc1
 : -0.1, -0.2, 5.6, 0.4
- Cc1ccc(NC(=O)COc2ccccc2Cl)cc1C
 : -53.6, 0.6, 8.6, 0.1
- COc1cccc(NC(=O)C(CC(C)C)NS(=O)(=O)c2ccc3c(c2)oc(=O)n3C)c1 (stereo not drawn)
 : -20.5, -0.2, -15.9, 2.7
- CC1(C)CC2(CC(c3ccccc3)Oc3cc(O)c(Cl)cc32)NC(=S)N1 (stereo not drawn)
 : 2.7, 0.5, 14.8, 0.3
- CS(=O)(=O)N(CC(=O)Nc1ccccc1C(F)(F)F)c1ccc2c(c1)OCCO2
 : -0.6, 0.1, 11.5, -0.7
- Nc1c(-c2ccccc2)c(CN2CCOCC2)nn1-c1ccccc1C(=O)O
 : -3.0, 0.0, -11.7, 1.4
- COc1ccc(-c2csc(N(C)C(=O)CCl)n2)cc1
 : -26.9, -0.1, -6.0, 0.4
- CCCOC(=O)C1=C(C)NC(=O)NC1c1ccccc1 (stereo not drawn)
 : -11.4, 0.0, -1.9, -1.8
- O=C(N/N=C\c1c(F)cccc1Cl)C(=O)Nc1cccc2ccccc12
 : -0.5, -0.2, 6.2, 1.6
- COC(=O)c1c(-c2ccc(C)c(C)c2)csc1N
 : -5.5, 0.0, 4.1, 0.6
- Cc1ccc(CS(=O)Cc2ccc(C(=O)N3CCN(Cc4ccccc4)CC3)o2)cc1 (stereo not drawn)
 : 13.3, -0.1, 8.7, 0.1
- Cc1nc(SCC(=O)Nc2ccc(C(C)C)cc2)c(C#N)c(-c2ccc(Cl)cc2)c1C(=O)Nc1ccccc1
 : -2.0, -0.2, -3.0, 0.6
- CCOc1ccc(/C=C2\N=C(c3ccc(OC)cc3)OC2=O)cc1
 : 4.0, 0.1, -15.6, -1.0
- Cc1ccc2c(CC(=O)NCCC3=CCCCC3)cc(=O)oc2c1
 : 1.0, 0.0, 3.7, 1.8
- O=C(N/N=C/c1ccncc1)c1cc(Br)ccc1O
 : -34.9, 0.3, 1.2, -1.8
- CCOC(=O)C1=C(C)NC(=S)NC1c1ccc(OC)cc1 (stereo not drawn)
 : 2.4, 0.0, 9.0, 0.4
- Cc1cccc2c1-c1sc(C(=O)Nc3cccnc3)cc1CO2
 : -28.3, 0.3, -4.2, -0.5
- COc1cc(NC(=O)C(F)(F)F)c(OC)cc1Br
 : 7.6, 0.5, 18.6, -0.4
- Cc1ccc(C2=CC(c3ccccc3)=N/C(=C(\C#N)C(N)=O)N2)cc1
 : -11.5, -0.3, -8.2, 1.7
- CCSc1nnc(NC(=O)CSc2nnc(C)c(=O)n2N)s1
 : 0.1, -1.4, 4.9, -1.3
- CC1CN(Cc2nc3c(c(=O)[nH]c(=O)n3C)n2Cc2c(F)cccc2Cl)CC(C)O1 (stereo not drawn)
 : -3.9, 0.0, 0.2, 1.5
- C/C(N)=C(/C#N)C(=O)COC(=O)CNS(=O)(=O)c1ccc(C)cc1
 : -1.3, -0.1, -0.2, 2.2
- COc1ccc(CC(=O)NNS(=O)(=O)c2cccc([N+](=O)[O-])c2)cc1OC
 : 8.0, -0.1, -2.6, 2.7
- Cc1cc(N2CCCCC2)ccc1C=O
 : -13.7, -0.1, -7.5, -0.3
- CCc1ccccc1N1C(=O)C2CC=CCC2C1=O (stereo not drawn)
 : -0.2, 0.0, -2.7, -0.7
- CC(=O)N1CCN(C2=NC(=O)/C(=C\c3ccc(-c4cccc(C(F)(F)F)c4)o3)S2)CC1
 : 13.2, 0.1, 13.6, -0.6
- COCCNS(=O)(=O)c1ccc2c(c1)C(=O)c1cc(S(=O)(=O)NCCOC)ccc1-2
 : 2.1, -0.2, -2.2, 0.2
- CCCC1C(c2ccccc2)NC(c2ccccc2)C(C)C1(C)O (stereo not drawn)
 : 4.6, -0.1, 12.8, 0.4
- CCNC(=O)/C(C#N)=C/c1c(Oc2ccc(CC)cc2)nc2ccccn2c1=O
 : 19.6, 0.1, 16.8, -8.2

# Compounds above that contain a thiophene ring, fused or not:
# Under each structure: TEAD-YAP inh, FBW7 act, MITF inh, GPR151 activ
- Cc1ccc2sc(N3CCN(C(=O)c4cccs4)CC3)nc2c1C
 : 0.0, 0.1, 7.1, 0.7
- COC(=O)c1c(-c2ccc(C)c(C)c2)csc1N
 : -5.5, 0.0, 4.1, 0.6
- Cc1cccc2c1-c1sc(C(=O)Nc3cccnc3)cc1CO2
 : -28.3, 0.3, -4.2, -0.5

# Next section.
# Under each structure: TEAD-YAP inh, FBW7 act, MITF inh, GPR151 activ
- CC(C)(C)c1ccc(C2CC2C(=O)N/N=C\c2ccc[nH]2)cc1 (stereo not drawn)
 : 91.2*, -0.2, 4.9, -0.4
- Cc1nc(C(N)=O)c2[nH]c(=O)n(-c3ccc(F)cc3)c2n1
 : 1.7, 0.0, 6.0, 2.2
- CSc1nnc(-c2cnn(-c3ccccc3)c2-n2cccc2)n1C
 : -12.2, -0.2, -1.1, -2.5
- CCOc1nc(OCC)nc(N2CCC(C)CC2)n1
 : -12.1, -0.1, -1.7, 1.5
- CCOC(=O)c1c(NC(=O)COc2ccc(Cl)cc2)sc(C(=O)Nc2ccccc2C)c1C
 : 3.2, -0.1, -5.1, -0.4
- O=C(O)CCCC(=O)Nc1ccc(C(=O)NCC2CCCO2)cc1 (stereo not drawn)
 : 4.6, 0.1, 18.4, -0.3
- CCOC(=O)CC(=O)N1CCc2nc(-c3ccncc3)nc(N3CCCCC3)c2C1
 : -6.0, 0.1, 5.2, 0.9
- Cc1cccc(N2CCN(S(=O)(=O)c3cc(C(=O)Nc4ccc(Br)cc4)ccc3F)CC2)c1C
 : -3.3, -0.1, 3.7, -1.6
- Cc1cnc(C(=O)Nc2ccc(C(=O)N(C)C3CCCCC3)cc2)cn1
 : 0.8, 0.0, 2.7, -0.5
- CCC(=O)NCCc1c[nH]c2ccccc12
 : -8.4, -0.1, -1.8, -0.8
- O=C(O)c1cc(O)ccc1-c1ccc(O)cc1
 : -1.4, 0.0, -1.3, 0.4
- Cc1cc(CNCc2c(C(=O)N3CCCCCCC3)nc3ccc(Cl)cn23)nn1C
 : 5.4, 0.1, 13.5, -1.2
- CSc1nc2sc3c(c2c2nncn12)CCC(C(C)(C)C)C3 (stereo not drawn)
 : 8.2, 0.1, 0.1, 0.9
- C/C(CC(=O)NC(C)(C)C)=N\NC(=O)c1cccc(Cl)c1
 : -56.4, -0.1, 0.8, -0.8
- COc1cc(NC(=O)c2sc3nc4c(cc3c2N)CCCC4)cc(OC)c1OC
 : -5.7, 0.1, 0.8, 2.6
- Cc1ccc(N=Cc2ccccc2O)cc1C#N
 : 10.9, 0.1, 9.6, 5.6*
- O=C(Nc1cccc(Cl)c1Cl)c1ccccc1F
 : -45.4, 0.0, -8.6, 1.7
- CCCCC(c1nnnn1CCOC)N1CCN(c2cccc(OC)c2)CC1 (stereo not drawn)
 : 2.2, -0.2, 10.7, -0.4
- COc1ccc(NC(=O)C2CC(c3cc(OC)c(OC)c(OC)c3)=NO2)cc1OC (stereo not drawn)
 : -5.9, 0.0, 17.3, 0.2
- CCCCC(C(=O)Nc1ccccc1Cl)N1C(=O)C2C3c4ccccc4C(c4ccccc43)C2C1=O (stereo not drawn)
 : -1.0, 0.5, -11.5, -2.1
- CC1Cc2ccccc2N1Cc1cccc([N+](=O)[O-])c1 (stereo not drawn)
 : -3.3, -0.1, -0.7, -0.4
- COc1ccc(Cl)cc1NC(=O)CNC(=O)OCc1ccccc1
 : -6.8, -0.1, 6.8, -0.5
- N#CC1=C(N)N(c2ccccc2F)C2=C(C(=O)CCC2)C1c1ccccc1 (stereo not drawn)
 : -3.0, -0.1, -5.3, 0.1
- O=C(NC1CC1)c1cccc(Nc2ccc(-n3ccnc3)cc2)c1
 : -0.5, -0.1, 7.2, 6.2*
- COc1cccc(-n2nc(C(=O)NCCc3ccc(OC)c(OC)c3)c3ccccc3c2=O)c1
 : 35.8*, 0.0, 10.0, 0.9
- c1ccc2cc(OCCCN3CCCC3)ccc2c1
 : -53.1, -0.2, -4.0, -1.1
- CCC(=O)Nc1ccc(Br)cc1C(=O)O
 : -3.3, -0.1, -5.3, 0.6
- CCOC(=O)C1(Br)C(=O)c2ccccc2N(Cc2ccccc2)C1=O (stereo not drawn)
 : 17.1, -0.1, -0.9, 0.4
- Cc1ccc(-c2cccc(NC(=O)C3C4C=CC(C4)C3C(=O)O)c2)o1 (stereo not drawn)
 : -18.0, 0.2, 15.3, -0.7
- Cc1ccc2c(c1)NC(=O)C2(O)C(F)(F)F (stereo not drawn)
 : 0.6, 0.4, 1.7, -1.1
- COC(=O)c1nc2n(n1)C(c1ccccc1)C(C(=O)Nc1ccccc1OC)=C(C)N2 (stereo not drawn)
 : 10.8, 0.0, -0.5, 2.5
- Cc1ccc2nc(N3C(=O)Nc4ccccc4N3O)sc2c1
 : 10.4, -0.1, 12.4, -0.5
- Cc1nn(-c2ccccc2)c2sc(C(=O)NN3C(=O)c4ccccc4C3=O)cc12
 : 7.7, 0.0, -4.5, 0.4
- Cc1ccc(CN2CCC(n3nccc3NC(=O)c3ccc4c(c3)OCO4)CC2)s1
 : 10.9, -0.2, -5.7, 0.7
- C=C(C)CN(CC)C(=O)CCc1nnc(CCc2ccc(OC)cc2)o1
 : -32.3, -0.1, 16.7, -0.6
- O=C(NNC(=S)Nc1ccc(Br)cc1)c1cccnc1
 : -25.4, -0.1, 11.3, 4.1
- Cc1cc(OCCNCCN)ccc1C(C)C
 : 4.1, -0.1, -6.8, -0.8
- O=C(O)c1ccc2c(c1)C(=O)N(c1ccc(Br)cc1)C2=O
 : -11.1, -0.1, -3.4, 0.8
- Cc1ccc(-c2[nH]ncc2CN(CCO)Cc2cccs2)cc1C
 : -11.2, 0.0, 1.2, -1.4
